Pf gametocyte: inhibitors of late stage P. falciparum gametocyte viability; P. falciparum stage V gametocytes, ATP luminescence, 24 h; inhibition, % at 10.9 µM; 150,000 compounds, 0.065% hits;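 active means inhibition above the mean plus 3 SD of compounds within the control limits, set per campaign, cut at about 38% in these data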;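 further: 0% = DMSO wells and 100% = medium only without gametocytes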
* hit, by the source's call.

SMILES | Pf gametocyte
COC(=O)[C@@H](Cc1ccccc1)NS(=O)(=O)N[C@H](Cc1ccccc1)C(=O)OC | 4.4
O=C(N[C@@H](Cc1ccccc1)c1nc2ccccc2[nH]1)c1ccc([N+](=O)[O-])cc1 | -11.1
Cc1ccc(C(=O)c2coc3ccc(O)c(CN(C)C)c23)cc1 | -11.5
CN(C)C1=NC[C@H](Cc2ccccc2)N1CC1CCCCCC1 | -0.3
O=C1/C(=C\c2ccc(O)cc2)SC(=S)N1Cc1ccccc1 | -11.1
COc1ccc(CCNC/C=C/c2ccccc2)cc1 | -2.5
O=C(NC1CCCCC1)c1n[nH]c2c1CC(c1ccccc1)CC2 (stereo unspecified) | -24.6
COc1cc(CN2CCC(C(N)=O)CC2)ccc1OCc1ccccc1 | -5.8
CC(CCN1CCN(c2ccccn2)CC1)c1ccccc1 (stereo unspecified) | -2.0
Cc1nc(NCCc2ccccc2)c2nnn(Cc3ccccc3Cl)c2n1 | 14.2
CCOn1c(=O)c(-c2cccc(Br)c2)[n+]([O-])c2ccccc21 | -9.9
CC(C)NC(=O)N(C)C[C@H]1Oc2ccc(NS(=O)(=O)c3ccc(Cl)cc3)cc2CC(=O)N([C@@H](C)CO)C[C@@H]1C | 3.5
c1ccc2c(c1)CSc1ccccc1N2 | -55.6
COc1ccc(-c2oc(=O)c3cc(OC)c(OC)cc3c2/C=C/c2cccc([N+](=O)[O-])c2)cc1 | 8.5
CC(C)(C)OC(=O)CNC(=O)c1[nH]cnc1C(=O)NC1CCNCC1 | -6.6
COc1cc2ccc3c(CCN(C)C)cc(OC)c(OC)c3c2cc1OC | 3.6
CN(C(=O)c1ccc(NC(=O)Cc2ccc(NC(=O)C3CCN(C(=O)c4ccccc4)CC3)cc2)cc1)C1CC1 | 23.3
Cc1ccc(N=C2N=C(N)c3ccccc32)cc1C | 6.6
O=C(CCCCC(=O)NCCCc1ccccc1)NCCCc1ccccc1 | 11.5
Cc1cc(=O)oc2cc(NC(=O)c3cccc(Br)c3)ccc12 | 10.6

Taken from above.
Pf gametocyte with O=C1/C(=C\c2ccc(O)cc2)SC(=S)N1Cc1ccccc1 : -11.1
Pf gametocyte with COc1cc(CN2CCC(C(N)=O)CC2)ccc1OCc1ccccc1 : -5.8
Pf gametocyte with Cc1ccc(N=C2N=C(N)c3ccccc32)cc1C : 6.6
Pf gametocyte with Cc1nc(NCCc2ccccc2)c2nnn(Cc3ccccc3Cl)c2n1 : 14.2
Pf gametocyte with Cc1cc(=O)oc2cc(NC(=O)c3cccc(Br)c3)ccc12 : 10.6
Pf gametocyte with O=C(CCCCC(=O)NCCCc1ccccc1)NCCCc1ccccc1 : 11.5

The main list resumes with the three entries that preceded the break.
SMILES | Pf gametocyte
Cc1ccc(N=C2N=C(N)c3ccccc32)cc1C | 6.6
O=C(CCCCC(=O)NCCCc1ccccc1)NCCCc1ccccc1 | 11.5
Cc1cc(=O)oc2cc(NC(=O)c3cccc(Br)c3)ccc12 | 10.6
CCOc1ccc(NC(=O)c2ccccc2C(=O)c2ccccc2)cc1OCC | -8.5
Cc1ccc(-c2nc(-c3ccncc3)no2)cc1Cl | -13.3
COc1cc2[nH]c(=O)c(C(=O)NCc3ccc(F)cc3)c(O)c2cc1OC | 20.3
Cc1ccc(S(=O)(=O)NC(CC(=O)O)c2ccc(F)cc2)cc1 (stereo unspecified) | -16.3
Cc1cccc(NC(=O)c2cc3ccccc3c(=O)o2)n1 | 13.3
CCC(CO)Oc1cc(NCc2ccncc2)c2ncn(C(C)C)c2c1 (stereo unspecified) | -6.0
Cc1ccccc1-c1nc2c(s1)CCc1onc(-c3cccc([N+](=O)[O-])c3)c1-2 | 23.0
CCC(=O)N1N=C(c2cccs2)CC1c1ccc(OC)cc1 (stereo unspecified) | -15.6
COc1ccccc1-c1oc2ccccc2c1C#CCO | -12.5
CC(C)Oc1ccc(C(=O)Nc2ccc(S(=O)(=O)N3CCN(C)CC3)cc2)cc1 | -13.9
COc1ccc(-c2oc3ccc(N4CCOCC4)cc3c2C#CCO)cc1 | -4.9
CCOc1ccc(CCNC(=O)c2cccs2)cc1OCC | -11.3
CCOC(=O)[C@H]1[C@H]2COc3cc(OC)ccc3[C@@H]2N2C(=O)c3ccc(C)cc3NC(=O)[C@@]12C | 38.9*
O=C(C[n+]1ccccc1)Nc1ccccc1 | 7.7
CCOc1cc(/C=C(\C#N)C(=O)Nc2ccccc2C(=O)O)ccc1OC(=O)c1ccc(C)cc1 | 10.6
O=C(Nc1ccc(Cl)cn1)c1ccccc1SCc1ccccc1 | 4.4
C#CCOCCOCCOCCNc1nc(N2CCN(C(=O)C([C@@H](C)O)n3cc([C@@H](N)CCCCN)nn3)CC2)nc(N2CCN(C(=O)C([C@@H](C)O)n3cc([C@@H](N)CCCCN)nn3)CC2)n1 (stereo partly specified) | -2.2
Cc1nc(Nc2ccccc2Br)c2nnn(Cc3ccccc3)c2n1 | -14.4
O=C(NC1CCC(CC2CCC(NC(=O)C(Cl)Cl)CC2)CC1)C(Cl)Cl (stereo unspecified) | -2.5
CC[C@H](C)[C@@H](C(=O)NCCCCCCCCCCC(=O)N1CCNCC1)n1cc(CCCCCN)nn1 | -3.6
NC(=O)C1CCN(C(=O)CSc2nc(O)cc(=O)[nH]2)CC1 | -0.7
CCN(Cc1ccccc1)S(=O)(=O)c1ccc(F)cc1 | -13.1
C=CCNC(=O)c1cccc2c1C(=O)c1ccc(N3CCCC3)cc1S2(=O)=O | 22.6
O=C(N/N=C/c1cc2c(cc1[N+](=O)[O-])OCO2)c1ccccn1 | -10.4
Cc1ccc(C(=O)NC2CCN(CC(=O)Nc3c(C)cc(C)cc3C)CC2)cc1 | -11.8
CC(=O)Nc1ccc(S(=O)(=O)N2CCN(c3nc4ccccc4n3CC(C)C)CC2)cc1 | 6.8
Fc1ccccc1NC(=S)NC1CCCC1 | -18.9
CCOC(=O)[C@H]1[C@H]2COc3ccc(C)cc3[C@@H]2N2C(=O)c3ccccc3NC(=O)[C@@]12C | 20.3
CSc1ccc(CNCc2ccco2)cc1 | 21.0
Cn1nnnc1NCc1ccccc1F | -3.4
COc1ccc([C@@H]2[C@@H]3C(=O)N(C(C)(C)C)C(=O)[C@@H]3[C@]3(Cc4ccc(Cl)cc4)C(=O)N(c4cccc(F)c4)C(=O)N23)cc1 | -8.2
Cc1cc(C)nc(N2CCN(S(=O)(=O)c3ccc(F)cc3)CC2)n1 | 17.6
Cc1cc(Nc2cccc(Br)c2)c2ccccc2n1 | -47.1
Cc1cccc2c(=O)oc(-c3ccccc3Cl)nc12 | -3.0
COc1ccc(-c2sc3ccccc3c2C#Cc2cncn2C)cc1 | -7.0
O=c1[nH]c2ccc(S(=O)(=O)Nc3ccccc3O)cc2[nH]1 | 4.8
COc1ccc(S(=O)(=O)N2CCN(Cc3cccc(OC)c3OC)CC2)cc1 | 6.9
COc1ccc(NC(=O)c2ccc3ccccc3c2)cc1 | -6.7
O=C(OCCc1ccccc1)c1cc(O)c(O)c(O)c1 | -9.2
c1ccc(C[n+]2ccc3ccccc3c2)cc1 | -2.1

Four of these compounds, reformatted:
> O=c1[nH]c2ccc(S(=O)(=O)Nc3ccccc3O)cc2[nH]1
  Pf gametocyte: 4.8

> COc1ccc(S(=O)(=O)N2CCN(Cc3cccc(OC)c3OC)CC2)cc1
  Pf gametocyte: 6.9

> COc1ccc(NC(=O)c2ccc3ccccc3c2)cc1
  Pf gametocyte: -6.7

> O=C(OCCc1ccccc1)c1cc(O)c(O)c(O)c1
  Pf gametocyte: -9.2

New compounds follow:
SMILES | Pf gametocyte
O=C(CSc1ccc2nnc(-c3ccccc3)n2n1)N1CCCCC1 | 17.1
O=C(Nc1sc2c(c1C(=O)O)CCC2)c1ccccc1F | -19.6
CCOc1cc(C(=O)NC(C)C2CC3CCC2C3)cc(OCC)c1OCC (stereo unspecified) | -3.6
COCCCn1c(=O)c2sccc2n(Cc2cccc(C)c2)c1=O | -0.5
COc1cc2cc(-c3ccc(OC)c(OC)c3C)nc(N)c2cc1OC | 1.3
Cc1cc(C)c(C(=O)CSc2nc(C)cc(=O)[nH]2)c(C)c1 | -2.1
CC(C)CCN1CCN=C1N(C)C | 10.2
COc1ccc(C2=NN(c3ccccc3)C(c3ccc(OC)c(OC)c3)C2)cc1 (stereo unspecified) | -0.4
COc1ccc(CN2CCN(Cc3ccc4cc(F)ccc4n3)CC2CCO)c(C)c1C (stereo unspecified) | -4.9
CC(C)(O)c1cc2ccc(C#CCCN3C(=O)c4ccccc4C3=O)cc2c(=O)o1 | -1.8
C[C@H](NC(=O)c1nc[nH]c1C(=O)N1CCc2ccccc2C1)c1ccccc1 | -8.4
Cc1cc(C)cc(NC(=S)NC(=O)Cc2ccccc2)c1 | 25.4
COc1cc(OC)c(NC(=O)CC(=O)Nc2cc(Cl)c(OC)cc2OC)cc1Cl | -16.2
CCc1ccc(S(=O)(=O)n2c(C)nc3ccccc32)cc1 | 7.5
O=C(O)C(C(O)c1ccccc1)[n+]1ccccc1 (stereo unspecified) | 14.0
O=S(=O)(c1ccc(Cl)cc1)N1CCCc2ccccc21 | -20.9
C[C@]12C(=O)N(c3cccc(F)c3)C(=O)N1[C@@H]1c3ccccc3OC[C@@H]1[C@H]2c1ccccc1 | 23.7
COC(=O)CCCCCN1C(=O)NC(C2CC2)C(C(=O)OCc2ccccc2)=C1C (stereo unspecified) | -19.2
CCOC(=O)[C@H]1[C@H]2COc3ccc(C)cc3[C@@H]2N2C(=O)c3cc(F)c(F)cc3NC(=O)[C@@]12C | 13.5
COc1ccc(-c2noc(CN(C)Cc3ccccc3)n2)c(OC)c1OC | -1.7
CC(C)(C)OC(=O)C[C@@H]1C/C=C\C[C@H](CC(=O)NCCO)C(=O)N[C@H](Cc2ccccc2)COC1=O | 1.9
CCOC(=O)C1(Cc2ccccc2C)CCCN(C(=O)CSC)C1 (stereo unspecified) | -4.0
COc1ccc(CCNC(=O)C2CCN(C(=O)c3ccc(Cl)cc3)CC2)cc1OC | 17.1
O=C(Nc1ccccc1F)c1cc(-c2ccco2)nc2ccccc12 | 4.2
Cc1ccccc1S(=O)(=O)Oc1ccc2ccc(O)cc2c1 | -1.4
COc1cc(CN2CCN(C(=O)c3cccc4ccccc34)CC2)cc(OC)c1O | -0.8
OCC[C@H]1C[C@@H](O)[C@H](O)[C@]2(Cc3ccccc3O2)O1 | 6.3
Cc1cccc(C(=O)NNS(=O)(=O)c2ccc(F)cc2)c1 | -15.6
O=C(O)c1ccccc1C(=O)c1ccc(F)c(F)c1 | -0.3
Cc1cc(-c2ccccc2)n(-c2ccccc2)n1 | 0.9
COc1ccc(CN2[C@@H](CC(=O)O)c3cc(C(F)(F)F)ccc3S2(=O)=O)cc1 | 12.3
O=C1N(c2ccccc2C(F)(F)F)O[C@]1(c1ccccc1)C1CCCC1 | -10.3
O=C(NCc1ccccc1)C1CCCN1C(=O)Nc1ccccc1[N+](=O)[O-] (stereo unspecified) | -36.4
CSc1ccccc1NC(=O)C1CCN(S(C)(=O)=O)CC1 | -4.7
COc1ccc(S(=O)(=O)N2CCCC2)cc1Br | -22.1
CC1=C(C(=O)OCCOC(C)C)C(c2cccc3ccccc23)NC(=O)N1 (stereo unspecified) | 8.2
O=c1c2ccccc2oc2cc(NCCCN3CCOCC3)ccc12 | 0.1
O=C(NC(=S)Nc1ccccc1Br)c1cccnc1 | -7.6
CC(C)(C)OC(=O)N1CCCC(C(=O)Nc2ccc(C(=O)N3CCOCC3)cc2)C1 (stereo unspecified) | -24.1
CCOC(=O)c1cnc(-n2nc(C)cc2C)nc1N1CC(C)OC(C)C1 (stereo unspecified) | 5.0
Fc1ccc2cnc(-c3ccccc3)c(-c3ccc(C(F)(F)F)cc3)c2c1 | -11.1
CN(CC(=O)Nc1ccc(Br)cc1)Cc1ccccc1 | -6.1
O=S1(=O)[C@H]2C[C@@H]3C=C[C@@]2(CN1Cc1cccc(F)c1)O3 | 9.2
Cc1ccc(-c2csc(NC(=O)CN3CC(C)OC(C)C3)n2)cc1 (stereo unspecified) | 1.6
CC(C)(C)[C@H]1COC(=O)[C@@H](Cc2ccc(F)cc2)CC/C=C/C[C@@H](CC(=O)N[C@H](CO)Cc2ccccc2)C(=O)N1 | -26.6
COc1ccc(C(=O)Cn2c(NCCCO)nc3ccccc32)cc1OC | -68.3
Cc1cc(C)cc(SCc2noc(C(=O)NCCC(C)C)c2C(=O)NCCC(C)C)c1 | 3.5
O=C(CN1CCCCCC1)Nc1c(Cl)cc(Cl)cc1Cl | -23.1
COc1cccc(-c2ncc3ccccc3c2COC(=O)c2ccco2)c1 | 4.1
Nc1ccc(-c2nnn(Cc3ccccc3)n2)cc1 | 4.5
CCOC(=O)c1c(CSc2ccccc2)n(C)c2cc(Br)c(OC)c(O)c12 | 0.8
C[C@H]1CN=C(N(C)C)N1CCCCc1ccccc1 | 9.3
O=C(Cn1c(=O)oc2ccccc21)Nc1cccc(Cl)c1 | 6.9
C[C@H](OC(=O)NCc1ccc(C(F)(F)F)cc1)[C@@H]1O[C@@]2(C)CCC[C@@H]1O2 | -6.9
O=C(O)C(C(O)c1ccc([N+](=O)[O-])cc1)[n+]1ccccc1 (stereo unspecified) | 15.1
CCOC(=O)[C@@H](C)N(Cc1ccc(OC)cc1)S(=O)(=O)N(Cc1ccccc1)[C@H](C(=O)OC)C(C)C | -38.9
O=C(Cn1c(C(=O)O)cc2ccccc21)c1ccccc1 | 7.3
O=[N+]([O-])c1ccccc1/C=N\Nc1nccs1 | -8.3
CCCCCCSc1ccc([C@H]2N[C@@](Cc3ccccc3)(C(=O)OC)[C@H]3C(=O)N(C)C(=O)[C@@H]23)cc1 | 26.9
FC(F)(F)c1cccc(CN2CCN(c3ncccn3)CC2)c1 | 0.9

3 structures already listed, arranged by heavy-atom count, ascending:
SMILES | Pf gametocyte
O=C(Cn1c(C(=O)O)cc2ccccc21)c1ccccc1 | 7.3
FC(F)(F)c1cccc(CN2CCN(c3ncccn3)CC2)c1 | 0.9
COc1ccc(C(=O)Cn2c(NCCCO)nc3ccccc32)cc1OC | -68.3

Next part
SMILES | Pf gametocyte
COc1cccc2cc(-c3nc4ccccc4[nH]3)c(=O)oc12 | -1.4
Cn1c(Nc2ccccc2)nc2ccccc21 | -9.6
COc1ccc(-n2c(SCC(=O)Nc3nccs3)nnc2-c2ccc(Cl)cc2)cc1 | 7.0
Brc1cccc(OCCN2CCOCC2)c1 | -6.8

High-throughput results: PubChem, The Scripps Research Institute Molecular Screening Center

Only part of the results is shown; rates above refer to the full screens.
